TRb SRC2 PPI – disrupts binding of human TR beta to SRC2. P10828. TRbeta-SRC2 peptide binding, fluorescence polarization; receptor liganded with 1 µM T3. Potency, µM (doses to about 106 µM), for the others: at the highest dose activity change, negative = inhibition, usual class: inhibitors. actives 0.065% (n = 280,000). AID 1469;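 also: plate controls were bound peptide for no effect and peptide without receptor for full effect; nearly all actives have a fitted effect of over 50% in size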
Target sequence (P10828 whole entry, looked up): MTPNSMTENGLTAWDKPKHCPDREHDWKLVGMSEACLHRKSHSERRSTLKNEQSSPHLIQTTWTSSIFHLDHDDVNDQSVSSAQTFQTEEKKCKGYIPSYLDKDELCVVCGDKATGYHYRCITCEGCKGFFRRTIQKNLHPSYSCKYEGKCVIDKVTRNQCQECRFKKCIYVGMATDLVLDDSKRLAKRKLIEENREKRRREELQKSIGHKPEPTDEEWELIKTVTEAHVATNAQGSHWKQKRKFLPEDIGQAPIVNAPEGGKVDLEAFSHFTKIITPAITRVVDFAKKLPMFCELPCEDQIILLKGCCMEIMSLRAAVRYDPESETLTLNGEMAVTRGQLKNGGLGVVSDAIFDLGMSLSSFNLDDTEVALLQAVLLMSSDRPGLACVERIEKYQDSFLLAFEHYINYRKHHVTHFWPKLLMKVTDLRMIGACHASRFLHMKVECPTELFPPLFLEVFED
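A fluorescence polarization screen tested compounds at multiple concentrations against complex formation between 0.6 uM TRb ligand-binding domain and 20 nM Texas Red SRC2 peptide, with 1 uM T3 present; readout after 5 hr.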
GoLoco inh red – blocks human Gai1 binding to RGS12 GoLoco peptide, red readout. Gai1:RGS12 GoLoco peptide FP, rhodamine, 10 min. Potency, µM (doses to about 61.6 µM), inactives show at the highest dose activity, negative = inhibition, usual class: inhibitors. actives 0.44% (n = 230,000); active = well fitted inhibition curve with a large enough effect, not every such curve was filed as active; inactive = no such curve, though single readings can be large or run the other way; also: % is scaled to controls: 0 for no effect and ±100 for the full control effect; nearly all actives have a fitted effect of over 30% in size; many of its hits are not listed in these tables
ALDH1A1 inh – blocks purified human ALDH1A1 activity. P00352. Purified ALDH1A1, NADH fluorescence, propionaldehyde substrate. Potency, µM (titrated, usually from 75.3 µM), inactives show at the highest dose activity, negative = inhibition, hits mostly inhibitors. actives 7.3% (n = 220,000). AID 1030; active = well fitted inhibition curve with a large enough effect, not every such curve was filed as active; inconclusive = small, poorly fitted or top-dose-only effect, or another doubt; inactive = no such curve, though single readings can be large or run the other way;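 also: plate controls were no enzyme wells and a reference inhibitor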
Target sequence (P00352 whole entry, looked up): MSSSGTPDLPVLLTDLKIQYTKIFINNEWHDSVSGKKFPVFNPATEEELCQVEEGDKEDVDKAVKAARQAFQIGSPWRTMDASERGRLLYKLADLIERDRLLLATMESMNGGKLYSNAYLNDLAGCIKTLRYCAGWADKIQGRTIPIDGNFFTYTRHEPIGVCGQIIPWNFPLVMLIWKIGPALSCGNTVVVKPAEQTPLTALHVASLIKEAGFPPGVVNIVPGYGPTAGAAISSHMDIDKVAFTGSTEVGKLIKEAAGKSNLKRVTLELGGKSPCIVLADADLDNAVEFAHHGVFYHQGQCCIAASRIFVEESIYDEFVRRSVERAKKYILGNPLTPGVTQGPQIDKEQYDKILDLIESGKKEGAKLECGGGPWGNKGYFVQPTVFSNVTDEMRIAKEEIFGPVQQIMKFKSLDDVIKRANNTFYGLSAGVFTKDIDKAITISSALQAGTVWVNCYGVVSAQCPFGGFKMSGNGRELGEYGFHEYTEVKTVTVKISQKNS
SMN2 splice up – SMN2 splice variant enhancement; AID 1458; HEK293 SMN2-luciferase splicing reporter, luminescence, 30-36 h; actives 2.8% (n = 210,000); Potency, µM (titrated, usually from 46.1 µM), inactives show at the highest dose activity change, positive = activation, most hits filed as activators; also: % of control where 0% means no effect; nearly all actives have a fitted effect of over 55% in size
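qHTS luciferase splicing reporter: luminescence rises when SMN2 exon 7 is included in transfected HEK293 cells. Compound exposure lasted 30-36 h at 37C, with 4.5 mM final sodium butyrate as control, followed by a ONE-Glo read.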
TR SRC2 fluor cs – counter-screen for TRb-SRC2 inhibitors: fluorescence interference | Potency, µM (titrated, usually from 106 µM), for inactives: at the top dose fluorescence change, negative = quenching | AID 1479 | TRb/SRC2 Texas Red total fluorescence interference | actives 0.29% (n = 280,000); active = well fitted curve in either direction with a large enough effect; inconclusive = small, poorly fitted or top-dose-only effect; also: % is scaled to controls: 0 for no effect and ±100 for the full control effect
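Human TRb ligand-binding domain at 0.6 uM with 20 nM Texas Red SRC2 peptide in Tris buffer containing 1 uM T3 and 5% DMSO, incubated with compound 5 h at ambient temperature. Total fluorescence (555/632 nm) calculated as parallel + 2 × perpendicular.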
LMNA splice mod – modulators of lamin A splicing; HeLa LMNA splicing GFP/RFP minigene ratio, 48 h; Potency, µM (doses to about 46.1 µM), for inactives: at the highest dose ratio change, negative = inhibition, usual class: inhibitors; AID 1487; actives 0.01% (n = 200,000); active = well fitted inhibition curve with a large enough effect in the signal ratio, with a control signal flat, not every such curve was filed as active; inconclusive = small, poorly fitted or top-dose-only effect, or effect the other way, or a change in a side signal; the % refers to the signal ratio; also: % is scaled to controls: 0 for no effect and ±100 for the full control effect
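S3 HeLa stable clones carrying a lamin A-EGFP splicing minigene plus DsRed2 were seeded at 600 cells/well in Opti-MEM with 2% FBS, pin-dosed and incubated 48 h at 37°C. Acumen cytometry (488 nm) gave the GFP/RFP total-intensity ratio.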
RECQ1 inh – RECQ1 (human) helicase inhibition; P46063; RECQ1 DNA unwinding, red fluorescence kinetic read; Potency, µM (top dose mostly 57.3 µM), inactives show at the top dose activity, negative = inhibition, hits mostly inhibitors; actives 0.54% (n = 240,000); AID 2549;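 also: plate controls were vehicle for no effect and no enzyme for full effect; nearly all actives have a fitted effect of over 30% in size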
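RECQ1T1 50 nM; forked duplex (20 bp + 30-nt ss tails) 200 nM, ATP 2 mM final; pH 8.0, 2 mM MgCl2, 2.5 ug/ml poly(dI-dC); 15 min compound preincubation; discontinuous kinetic read over 2 h at RT.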
JMJD2E inh – inhibitors of human JMJD2E histone demethylase; Potency, µM (top dose mostly 57.1 µM), for the others: at the highest dose activity change, negative = inhibition, hits mostly inhibitors; B2RXH2; actives 1.6% (n = 230,000); AID 2147; JMJD2E catalytic domain, FDH-coupled NADH fluorescence (FDH is formaldehyde dehydrogenase); active = well fitted inhibition curve with a large enough effect, not every such curve was filed as active; inconclusive = small, poorly fitted or top-dose-only effect, or another doubt; inactive = no such curve, though single readings can be large or run the other way;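 also: 0% = wells with enzyme and -100% = buffer wells without enzyme; nearly all actives have a fitted effect of over 50% in size; many of its hits are not listed in these tables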
* hit, by the source's call; i = inactive; ? = inconclusive; / = not tested or not shown; & = joins results of further samples; [ ] = remark or other dose. Unless noted, calls follow the shape of the dose curve; as a rule, active = well fitted curve in the direction sought with a large enough effect; inconclusive = small, poorly fitted or top-dose-only effect, or another doubt; inactive = no such curve, though single readings can be large; an effect the other way counts as inactive or inconclusive. Potency is read from the fitted curve at half-maximal effect.

Below each compound – GoLoco inh red, LMNA splice mod, TR SRC2 fluor cs, RECQ1 inh, SMN2 splice up, ALDH1A1 inh, JMJD2E inh, TRb SRC2 PPI
> COc1ccc(OC)c(C(C)NC(=O)Nc2ccccc2)c1 (stereo not given)
 : 9.6%, -10.1%[46 µM], -4.2%, i, 8.9%, 5.9%, -4.7%, -8.4%
> CC(C)=CCC/C(C)=C/C(N)=O
 : 5.0%, /, 1.8%, 11.6%, /, 8.7%, 4.6%, -1.5%
> CCCOc1ccc(C(=O)CCC(=O)OCC(=O)Nc2ccc(OCC)cc2)cc1
 : 11.8%, /, -0.9%, i, /, /, 7.2%, 10.1%
> CCn1c(CNC(=O)COC)nc2ccccc21
 : -2.1%, -6.3%, -3.0%, -15.1%, 11.7%, 12.1%, 5.9%, 2.7%
> O=C1NC(=O)c2cc(Nc3ccccc3)c(Nc3ccccc3)cc21
 : 13.4%, ?, -5.1%&5.5%, -19.5%&-20.5%, -61.6%[inhibitor], ?, ?, -3.6%&4.0%
> CCOC(=O)C1CCN(C(=O)c2cccnc2Oc2ccccc2)CC1
 : -1.7%, /, -3.8%, -0.4%, /, /, 2.5%, -1.7%
> CCCCCOCC(O)CCC(=O)NN (stereo not given)
 : 4.2%, -3.4%, -0.3%, 0.3%, 3.8%, -1.9%, 9.2%, -9.0%
> COc1cccc(CNC(=O)C2=Cc3cccc(OC)c3OC2)c1
 : 3.3%, /, 0.2%, -4.3%, 23.0%, -6.2%, -10.9%, -4.4%
> C[C@@H]1CN(C(=O)c2nc3ccc(Cl)cn3c2CNCC[C@@H]2C[C@@H]3C=C[C@H]2C3)C[C@H](C)O1
 : 21.7%, /, -1.4%, -9.1%, /, -5.4%, 4.0%, -7.1%
> CCOC(=O)c1cc(-c2ccccc2)n[nH]1
 : -1.3%, /, -3.5%, -9.8%, /, /, 7.8%, -0.5%
> Cc1nc(NC(=O)/C=C/c2ccco2)sc1C
 : -8.1%, -21.7%, 1.8%, -2.8%, 11.2µM*, -12.5%, ?, -2.5%
> CCc1nnc(NC(=O)CSc2nnc(-c3cc4ccccc4cc3O)n2CC)s1
 : -8.3%, ?, -1.0%, -0.7%, -12.1%, -0.3%, -7.8%, -11.7%
> Cc1ccc(OCc2nnc(SCc3cc(=O)[nH]c4ccccc34)o2)cc1
 : /, ?, -1.5%, -11.8%, /, 3.5%, 3.0%, -3.9%
> Cc1ccc(N2C(=O)N(C(C)C)C(C)(C)CC2(C)O)cc1 (stereo not given)
 : -8.5%, /, -3.5%, i, /, 6.2%, 4.1%, 0.9%
> O=C(CCc1nnc(CCC2CCCCC2)o1)NCCc1cccnc1
 : 0.2%, ?, -0.5%[53 µM], -9.5%, /, -12.8%, 2.6%, -4.2%[53 µM]
> C/C(=N\NC(=O)c1cccc(F)c1)c1cccc(NC(=O)c2ccc(F)cc2)c1
 : 10.9%, -0.5%[46 µM], 1.8%, -5.3%, /, 13.4%, 7.5%, -3.1%
> COc1ccc(CCNC(=O)c2ccc(CNS(=O)(=O)c3cc(C)ccc3C)cc2)cc1OC
 : -0.3%, ?, -0.9%, -8.3%, -10.9%, -2.0%, -1.1%, 1.8%
> COc1cc2ccccc2cc1C(=O)NC(=S)Nc1cccc(C(=O)O)c1
 : 26.5%, ?, 0.1%, ?, 19.5%, ?, ?, -3.7%
> CCO[C@H]1OC(C(=O)Nc2ccccc2)=C[C@@H](c2coc3ccccc3c2=O)[C@@H]1CCCO
 : -0.4%, /, -1.8%, -22.3%, /, -16.0%, -3.9%, -9.8%
> Cc1ccc(NC(=O)NC2(C(=O)NCc3ccco3)CCCCC2)cc1
 : 8.3%, 3.0%, 2.1%, 8.1%, /, -4.5%, 1.7%, -10.5%
> Cc1cccc2cc(C#N)c(SCC(=O)NCc3cccs3)nc12
 : 29.2%, -12.6%, -0.9%, -0.3%, -4.5%, 5.6%, 1.2%, 3.1%
> NCCc1c(C(=O)O)[nH]c2ccc([N+](=O)[O-])cc12
 : 2.0%, /, -1.3%, 9.1%, /, /, -2.7%, 2.8%
> C=CCSc1n[nH]c(-c2ccc(OCCCC)cc2)n1
 : 7.8%, ?, 0.5%, -7.1%, ?, 0.0%, 3.8%, 5.1%
> NC(=S)N/N=C1\CC(n2nnn(-c3cccc(Cl)c3)c2=S)C2COC1O2 (stereo not given)
 : 5.3%, 16.3%[46 µM], -2.9%, i, -6.5%, -0.7%, -6.2%, 3.8%
> O=C(Nc1ccccc1Cc1ccccc1)C1CC(=O)N(c2ccc3c(c2)OCCO3)C1 (stereo not given)
 : 5.8%, -4.6%, -2.0%, -6.6%, -13.4%, -11.2%, -4.5%, -1.7%
> Nc1c(C(=O)OCC(=O)Nc2ccc(Cl)cc2[N+](=O)[O-])[nH]c(=O)[nH]c1=O
 : 6.2%, /, -2.3%, -0.5%, /, /, ?, 3.0%
> COCCCn1nnnc1SCC(=O)N1CCCC1
 : -4.8%, 4.7%, -0.8%, -5.7%, 3.1%, -1.2%, 2.2%, -8.8%
> O=C(C1=C[C@H](c2csc3ccccc23)C[C@H](OCCCCO)O1)N1CCN(Cc2ccc3c(c2)OCO3)CC1
 : -1.6%, /, -0.7%, i, /, 2.5%, -14.0%, -6.9%
> CCCC1(c2ccccc2)NC(=O)N(CC(=O)Nc2cc(S(=O)(=O)N3CCOCC3)ccc2Cl)C1=O (stereo not given)
 : -0.7%, -6.3%[46 µM], -3.3%, -9.5%, 9.4%, 5.3%, 14.5%, 4.1%
> N#Cc1nc(COc2cccc(Cl)c2)oc1N1CCN(c2ccccc2)CC1
 : 4.2%, 3.8%, 1.0%, i, 16.2%, 6.1%, -4.2%, 2.9%
> COC(=O)c1[nH]c2ccc(F)cc2c1NS(=O)(=O)c1ccc(OC)cc1OC
 : -0.4%, -7.4%, -3.5%, -4.0%, 6.6%, -0.5%, 0.0%, -11.8%
> Cc1ccc2c(c1)COc1c3ccc(C(=O)NC(C)C)cc3nn1-2
 : 6.3%, /, -3.5%, i, /, /, ?, -2.0%
> Cc1ccccc1C(=O)NC1CCN(C(=O)N2CCOCC2)CC1
 : -10.2%, 2.2%, -1.4%, 10.3%, ?, 4.3%, -0.3%, 5.0%
> COc1ccc(Oc2nc(OC)cc(OC)n2)cc1
 : -15.4%, /, -3.6%, i, 10.7%, -11.8%, -12.5%, -5.1%
> Cc1ccc(C)n1NC(=O)c1cccc(Cl)c1
 : 0.4%, 0.7%, -2.8%, -15.3%, -11.8%, 3.4%, -4.9%, -1.8%
> Cc1ccc(/C([O-])=C(/C(=S)NCc2ccccc2)[n+]2ccccc2)cc1[N+](=O)[O-]
 : 12.4%, 8.8%[46 µM], 0.1%, i, 5.1%, ?, 5.1%, -3.1%
> COC(=O)c1ccc(C)c(NC(=O)CCSc2ccc(C)cc2)c1
 : 1.4%, -6.0%, -4.2%, -3.5%, -9.7%, -5.5%, 7.5%, -1.9%
> COC(=O)c1c(NC(=O)/C=C/c2ccco2)sc2c1CCC2
 : 17.2%, ?, -0.7%, -3.1%, -0.9%, 1.7%, -5.3%, -0.7%
> Cc1cccc(S(=O)(=O)Nc2ccc3c(c2)OCCO3)c1
 : -3.9%, /, -5.4%, -0.6%, /, 15.6%, 1.6%, -3.6%
> CCOc1ccc(NS(=O)(=O)c2ccc3c(c2)CCN3C(=O)CCC(=O)O)cc1
 : 4.9%, -4.0%[0.0737 µM], -1.1%, -7.8%, 2.3%, 13.2%, 8.1%, 3.0%
> Cc1ccc(C(=O)N(C)c2nnc(-c3ccncc3)s2)cc1
 : 11.1%, ?, -0.1%, i, 29.8%, -3.0%, 1.1%, 1.8%
> O=C(NC1CCCCC1)N1CCN(S(=O)(=O)c2ccc(F)cc2)CC1
 : 9.5%, 7.0%[46 µM], 0.5%, -5.8%, /, 5.9%, 7.4%, -4.9%
> O=C1N(Cc2cccc(Cl)c2)C[C@@H]2C[C@@H](c3ccco3)N3CCC[C@@]123
 : 28.3%, /, -1.2%, -5.4%, /, 0.9%, 0.3%, 1.6%
> CC(=O)Nc1cc(C(=O)N2CCCC2)ccc1Sc1ccc(C)cc1
 : 2.4%, -0.4%, 1.0%, -4.7%, -6.9%, ?, 2.4%, 6.5%
> O=C1OC(c2ccc(Cl)cc2)=N/C1=C\C=C\c1ccco1
 : 7.6%, 4.6%[46 µM], -3.2%, ?, -10.8%, ?, -25.3%, -3.9%
> O=C(CN(c1cccc([N+](=O)[O-])c1)S(=O)(=O)c1ccccc1)NCc1ccccc1
 : 75.5%[activator], 4.9%, -3.7%, -8.3%, -18.3%, -4.2%, 1.0%, 0.6%
> CCCCn1c(SCC(=O)NC(C)(C)C)nnc1-c1ccco1
 : -15.1%, 12.3%, 0.3%, i, -1.9%, 3.5%, -3.2%, -8.5%
> NC(=O)Cc1nc2scc(-c3ccccc3)c2c(=O)[nH]1
 : 20.5%, -8.4%[9.22 µM], -4.9%, i, -3.3%, 12.6µM*, -26.8%, -5.6%
> Cc1ccc(S(=O)(=O)N2CCN(C(=O)CN3CCOCC3)C2C(C)C)cc1 (stereo not given)
 : 2.2%, -3.4%, -4.5%, -1.6%, 7.3%, ?, 6.9%, -5.2%
> CCCn1c(SCC(=O)Nc2nnc(CC)s2)nnc1-c1ccncc1
 : 1.7%, /, -0.5%[53 µM], i, /, ?, -8.6%, 4.8%[53 µM]
> O=C(/C=C/c1ccc(Br)cc1)c1ccc(NC(=O)c2ccco2)cc1
 : 6.7%, -4.1%, ?, 3.98µM*, 3.4%, 1.1%, -3.9%, 8.7%
> CCC(C(=O)OCC(=O)Nc1c(Cl)cccc1Cl)c1ccccc1 (stereo not given)
 : -0.4%, -0.4%, -0.5%, i, -37.4%, 7.4%, 8.2%, -5.0%
> CC(=O)Nc1cccc(OCC(O)Cn2cnc3ccccc32)c1 (stereo not given)
 : 4.5%, -6.9%, -7.0%, -11.5%, -21.0%, 9.1%, -3.0%, 1.5%
> COc1ccc(C(=O)/C=C/c2ccc(OC)c(CN3CCOCC3)c2)cc1
 : 5.8%, ?, -5.9%, ?, -16.1%, ?, ?, 1.9%

Only part of the results is shown; the hit share may differ from the screen's.
